From PubChem BioAssay
TROY NFkB inh: inhibitors of TROY-driven NF-kB signaling, primary screen, Q293 LMP1-TROYcd cells, NF-kB luciferase, uHTS; inhibition, % at 10 µM; Q293 LMP1-TROYcd NF-kB luciferase reporter, 4 h; 360,000 compounds, 0.98% hits; AID 1347056, 2019;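 active = compounds whose plate-normalised and pattern-corrected inhibition of the luciferase reporter signal at the single screening dose is 50% or more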
C8 TRAIL sens: viability loss with TRAIL in NB7+C8 cells, primary screen, TRAIL sensitizer project, cell-based, ATPlite luminescence. inhibition (viability loss, TRAIL sensitization), % at 10 µM. 360,000 compounds, 1% hits. AID 624354, 2012;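 active = compounds causing at least 50% loss of cell viability in the single-dose screen, relative to plate controls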
CF NFkB inh: inhibitors of PAF-induced NF-kB signaling, primary screen, cell-based, GFP fluorescence, uHTS; KKLEB NF-kB-GFP reporter, GFP fluorescence overnight; 360,000 compounds, 0.86% hits; inhibition, % at 5 µM; AID 588850, 2011;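 active = at least 50% inhibition at 5 µM, scaled per plate between neutral and stimulator controls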;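 note: PAF is a Pseudomonas aeruginosa culture filtrate used as stimulus; plate controls were PAF-stimulated DMSO wells for no effect and unstimulated DMSO wells for full effect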
SRC2 inh: inhibition of GAL4-SRC2 driven luciferase reporter, primary screen, SRC2 inhibitor project, cell-based, luminescence | inhibition, % at 9 µM | Nuclear receptor coactivator 2 (Homo sapiens), Q15596 | HEK293 GAL4-SRC2 luciferase reporter | 370,000 compounds, 0.17% hits;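 active = inhibition above the mean inhibition of all tested compounds plus 3 SD, set per campaign, cut at about 52% in these data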;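 note: 0% = DMSO treated cells and 100% = cells given Gossypol at 36 µM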
KKLEB cytotox: cytotoxicity in KKLEB CF airway cells, primary screen, cytotoxicity control for CF NF-kB inhibitor project, cell-based, uHTS, fluorescence assay plates. KKLEB CF airway cells viability, ATPlite luminescence, overnight; active compounds read low; cells stimulated with P. aeruginosa culture filtrate. activity change (cytotoxicity), % at 5 µM. AID 602141, 2011. 360,000 compounds, 0.36% hits;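 active = corrected activity change at or below -50% at 5 µM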
SRC3 inh: SRC3 coactivator transcriptional activity inhibitors, primary screen, cell-based, luminescence | HEK293 GAL4-SRC3 luciferase reporter | inhibition, % at 3.6 µM | 360,000 compounds, 0.17% hits;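 active = inhibition above a per-campaign cutoff, the mean of all compounds plus 3 SD, cut at about 60% in these data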;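 note: 0% = DMSO-treated cells and 100% = gossypol-treated cells at 36 µM; higher means less SRC3-driven luciferase light from the GAL4 reporter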
TWEAK Fn14 block: inhibitors of TWEAK-Fn14 signaling, primary screen, luciferase reporter cells, uHTS | inhibition, % at 10 µM | 360,000 compounds, 2% hits | TWEAK-stimulated Fn14 reporter cells, luciferase luminescence, 8 h | AID 1159606, 2016; in the data active = inhibition above about 50%
LRH-1 inv ag: LRH-1 (NR5A2) inverse agonists, primary screen, cell-based, luminescence, HEK293T, StAR-luciferase reporter; 360,000 compounds, 0.13% hits; LRH-1 transfected, 24 h; inhibition, % at 3.6 µM; Nuclear receptor subfamily 5 group A member 2 (Homo sapiens), O00482;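 active = inhibition above the mean inhibition of all tested compounds plus 3 SD, cut at about 73% in these data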;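 note: 0% = DMSO wells and 100% = reporter-only cells lacking LRH-1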
Target sequence (O00482 whole entry, looked up): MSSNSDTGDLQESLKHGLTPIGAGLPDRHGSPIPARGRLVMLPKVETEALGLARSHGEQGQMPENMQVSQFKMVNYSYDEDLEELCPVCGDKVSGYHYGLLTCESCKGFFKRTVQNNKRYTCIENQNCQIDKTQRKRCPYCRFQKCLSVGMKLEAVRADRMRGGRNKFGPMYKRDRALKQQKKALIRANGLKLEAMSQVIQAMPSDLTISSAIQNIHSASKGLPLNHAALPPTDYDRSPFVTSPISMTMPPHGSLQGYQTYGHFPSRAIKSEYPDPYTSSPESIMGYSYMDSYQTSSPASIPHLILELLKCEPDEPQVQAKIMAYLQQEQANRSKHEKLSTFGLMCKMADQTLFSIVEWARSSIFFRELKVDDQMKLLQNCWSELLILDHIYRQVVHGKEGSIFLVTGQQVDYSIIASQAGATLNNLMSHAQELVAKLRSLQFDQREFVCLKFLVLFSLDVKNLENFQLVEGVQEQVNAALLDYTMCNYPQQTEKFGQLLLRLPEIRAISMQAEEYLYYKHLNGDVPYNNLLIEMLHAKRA
LMP1 NFkB inh: EBV LMP1-driven NF-kappaB luciferase reporter inhibitors, primary screen, cell-based, luminescence, single point. LMP1-induced NF-kappaB luciferase reporter cells. inhibition, % at 12.5 µM. 350,000 compounds, 0.69% hits; in the data active = inhibition above about 41%;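 note: 0% = neutral control wells and 100% = reference inhibitor control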
NR2F2 inh: NR2F2 transcriptional activity inhibitors, primary screen, cell-based, luciferase reporter, HEK293T, luminescence; COUP transcription factor 2 (Homo sapiens), P24468; HEK293T NGFI-A luciferase reporter; inhibition, % at 8.6 µM; 370,000 compounds, 0.7% hits; AID 686940, 2013;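 active = inhibition above a per-plate cutoff, mean inhibition of test wells between control levels plus 3 SD, cut at about 38% in these data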;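 note: cells cotransfected with COUP-TFII expression vector driving the NGFI-A reporter; 0% = median of COUP-TF2 test wells and 100% = reporter-only cells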
Target sequence (P24468 whole entry, looked up): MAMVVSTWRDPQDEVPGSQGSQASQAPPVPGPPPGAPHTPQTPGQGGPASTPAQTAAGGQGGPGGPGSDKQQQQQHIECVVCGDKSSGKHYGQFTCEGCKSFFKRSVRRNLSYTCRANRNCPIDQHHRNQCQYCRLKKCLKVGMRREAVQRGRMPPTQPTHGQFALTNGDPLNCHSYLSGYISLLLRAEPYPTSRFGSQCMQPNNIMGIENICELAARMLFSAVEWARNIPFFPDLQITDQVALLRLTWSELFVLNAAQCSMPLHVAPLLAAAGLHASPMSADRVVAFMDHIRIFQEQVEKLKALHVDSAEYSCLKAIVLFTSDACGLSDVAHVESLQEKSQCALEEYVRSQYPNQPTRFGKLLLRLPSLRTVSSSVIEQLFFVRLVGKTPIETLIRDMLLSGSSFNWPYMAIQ
NCOA1 inh: SRC1 coactivator transcriptional activity inhibitors, primary screen, cell-based, luminescence. inhibition, % at 3.6 µM. Nuclear receptor coactivator 1 (Homo sapiens), Q15788. HEK293 GAL4-SRC1 luciferase reporter. 360,000 compounds, 0.12% hits;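 active = inhibition above the campaign mean plus 3 SD, with each screening campaign given its own cutoff, cut at about 60% in these data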;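 note: 0% = DMSO treated cells and 100% = gossypol at 36 µM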
The depositor's hits bear a star; . = not tested or not shown.

SMILES | TROY NFkB inh | C8 TRAIL sens | CF NFkB inh | SRC2 inh | KKLEB cytotox | SRC3 inh | TWEAK Fn14 block | LRH-1 inv ag | LMP1 NFkB inh | NR2F2 inh | NCOA1 inh
Cc1c(NC(=O)Cn2ccc([N+](=O)[O-])n2)c(=O)n(-c2ccccc2)n1C | -10 | 19 | 8 | 7 | -2 | 7 | 6 | 8 | -14 | -3 | 7
CCN(c1ccccc1)S(=O)(=O)c1cccc(C(=O)NCC(c2cccs2)N(C)C)c1 (configuration not stated) | 0 | 0 | -4 | -12 | 0 | 12 | 26 | -4 | -2 | 19 | -2
Cc1ccc(CNC(=O)CSc2nnc(CNC(=O)c3ccc(F)cc3)o2)cc1 | -7 | 12 | 4 | -1 | 4 | -2 | 0 | -21 | 0 | 12 | 12
O=C(c1ccc(CS(=O)Cc2ccc(Cl)cc2)o1)N1CCN(c2cccc(Cl)c2)CC1 (configuration not stated) | 45 | -23 | -8 | 9 | -8 | 11 | 21 | -29 | 11 | 21 | -8
Cc1cccc(NC(=O)CCS(=O)(=O)c2ccc(Br)cc2)c1 | 5 | -9 | 12 | 7 | 9 | 9 | -5 | -6 | -4 | 10 | 1
CC(C)c1ccc(NC(=O)C2CC(=O)N(C(C)C)C2)cc1 (configuration not stated) | -14 | -1 | 9 | -26 | 0 | 6 | -10 | -10 | -8 | -11 | -10
Cc1cc(C)nc(N(C#N)CN2C(=O)c3ccccc3C2=O)n1 | -4 | -20 | 9 | . | 0 | 9 | -18 | -5 | -3 | . | -3
Cc1ccc(S(=O)(=O)NCCOc2nc(N(C)C)nc(N(C)C)n2)cc1 | 3 | 19 | 7 | -22 | -1 | 4 | 21 | -4 | 2 | 2 | -49
CN(CC(=O)Nc1cccc([N+](=O)[O-])c1)S(=O)(=O)c1ccccc1 | 9 | -9 | 0 | -7 | 0 | 1 | 2 | -8 | 5 | -21 | 1
O=C(COCC(=O)N/N=C/c1ccc(F)cc1)N/N=C/c1ccc(F)cc1 | -50 | 10 | 1 | -8 | 1 | -1 | -27 | 2 | -2 | 2 | 3
S=C(Nc1ccc2cn[nH]c2c1)Nc1ccccc1Cl | 2 | 1 | 17 | -74 | -18 | -70 | -3 | -23 | -10 | 1 | -59
COC(=O)c1oc2ccc(Cl)cc2c1N | -15 | -3 | -1 | -35 | 8 | -26 | -2 | -7 | -8 | -16 | -34
CCC(C)(c1nnnn1-c1c(C)cccc1C)N(N=O)c1ccccc1Cl (configuration not stated) | 15 | 6 | 8 | 31 | -2 | 11 | 13 | -3 | -6 | -3 | 2
O=C(N/N=C/c1cccc(F)c1)c1c(O)c2ccccc2[nH]c1=O | 23 | -2 | 65* | -17 | -64* | 7 | 58* | 13 | 9 | 8 | 12
O=C1c2ccccc2C(O)N1Cc1ccco1 (configuration not stated) | 10 | -7 | 7 | 3 | 2 | -10 | 4 | 15 | -15 | 2 | 0
COc1ccc(/C=C/C(=O)N2CCN(c3ccccn3)CC2)c(OC)c1OC | 5 | -10 | -12 | -8 | 5 | 0 | -14 | -11 | 8 | 6 | -16
CN1CCN(c2ccc3c(c2)OC[C@@H](Cc2ccccc2)NS3(=O)=O)CC1 | 0 | 6 | . | 15 | . | . | 6 | 9 | . | 10 | .
Cc1cc(C)n(CC(=O)Nc2ccc(N3CCOCC3)c(Cl)c2)c(=O)c1C#N | -3 | 11 | -4 | -13 | 0 | -26 | 7 | 25 | 0 | 11 | -13
O=C(COC(=O)Cc1ccc(Cl)cc1)NCc1ccc(Cl)cc1 | -20 | -5 | -17 | -44 | -2 | 27 | 7 | 0 | -4 | 19 | 1
O=C(OCc1ccccc1)/C(=C/c1ccc(Cl)cc1)NC(=O)c1ccccc1Cl | 1 | -10 | -10 | -25 | 3 | -17 | -1 | -2 | 2 | 10 | 0
CC[C@]12c3[nH]c4cc(-c5ccco5)ccc4c3CCN1C(=O)[C@@H](CC(=O)NC(C)(C)C)C[C@@H]2C(=O)N1CCN(C(=O)C2CC2)CC1 | -13 | 1 | -13 | -3 | 9 | -22 | 3 | -32 | -3 | 4 | 5
O=C(CN1CCN(Cc2ccc(F)cc2)C1=O)NCc1cccs1 | 4 | -2 | -10 | -5 | -10 | -5 | -4 | -28 | 6 | 10 | 7
CCCCC(=O)N1CCN(c2nc3ccc(Br)cc3s2)CC1 | -4 | 10 | -8 | -5 | 5 | -4 | 12 | -24 | 4 | 27 | -27
CCOc1ccc(-n2ccnc(SCC(=O)NCCc3ccccc3)c2=O)cc1 | 15 | -3 | 11 | -10 | 8 | 12 | -4 | 5 | -7 | -3 | 1
O=C(COC(=O)c1cccc(S(=O)(=O)N2CCOCC2)c1)NC1CCCCC1 | 8 | -11 | -2 | -6 | 10 | -6 | -1 | -39 | -14 | 13 | 5
O=c1[nH]c(/C=C\c2ccccc2F)nc(O)c1[N+](=O)[O-] | -11 | -2 | -7 | -11 | 3 | -15 | 18 | 0 | 4 | -8 | 14
COc1cccc(OC)c1C(=O)Nc1c(C)n(C)n(-c2ccccc2)c1=O | -16 | -17 | 12 | -8 | 3 | 13 | -6 | -33 | -19 | -8 | 5
COc1ccc(CCNC(=O)Cn2nnc(-c3ccc(OC)c(OC)c3)n2)cc1OC | 3 | 0 | 25 | -6 | 1 | 10 | -5 | 6 | -1 | 2 | 0
CCn1cc(C(C)NC(=O)COc2ccc(Cl)cc2C)c(C)n1 (configuration not stated) | 3 | -14 | 7 | 10 | 20 | 5 | -4 | -6 | 9 | -12 | 6
O=C(COc1ccc(Cl)cc1Cl)OCn1nnc2ccccc2c1=O | -31 | -10 | -9 | 6 | 1 | -24 | 7 | 6 | -1 | 12 | -36
CC(=O)Nc1cc(C(=O)O)ccc1S(=O)(=O)c1ccc(Cl)cc1 | -3 | 7 | -2 | -6 | 6 | 1 | 3 | -29 | -6 | 2 | -25
COc1ccc(CNCc2cc(C)c(OC)cc2C)c(OC)c1 | 1 | 17 | -1 | 12 | -3 | -4 | -4 | -4 | 0 | 20 | -14
CC(=O)N1c2ccc(S(=O)(=O)N(C)CC(=O)N3CCCC3)cc2CC1C (configuration not stated) | 6 | -21 | 5 | . | 6 | 17 | -1 | -8 | -2 | . | 8
CN(CC(=O)Nc1cccc(F)c1)C(=O)C1CC(=O)N(Cc2ccco2)C1 (configuration not stated) | 18 | -11 | -21 | -6 | 17 | 0 | 10 | -13 | 0 | -15 | 11
COCCNC(=O)c1cc(S(=O)(=O)N2CCC3(CC2)OCCO3)ccc1F | -7 | -7 | -4 | 11 | -5 | -22 | -6 | -16 | 2 | 1 | 6
CCOC(=O)c1sc(NC(=O)c2ccccc2OC)nc1C | -5 | 61* | -47 | -49 | -26 | -84 | 36 | -46 | -12 | -29 | -55
O=C(NCCCN1CCCC1=O)c1cccc(NS(=O)(=O)c2ccccc2)c1 | -3 | 1 | 0 | 8 | -1 | -6 | 6 | 1 | -10 | 6 | -8
CC(=O)c1cccc(NC(=S)NC(=O)c2ccc(C)cc2)c1 | -48 | 2 | 3 | -40 | 8 | -66 | 1 | -137 | -25 | -25 | -112
COc1ccccc1N1CCN(C(=O)/C=C/c2ccco2)CC1 | 30 | 10 | 0 | -7 | 4 | -32 | 20 | -32 | -20 | 6 | -24
COc1ccc(CCNC(=O)COC(=O)COc2c(C)cc(C)cc2C)cc1OC | -3 | -4 | 15 | -23 | -10 | 12 | -6 | 4 | -5 | 22 | -12
CCC(=O)c1ccc(OCC(=O)OC(C)C(=O)NCc2ccc3c(c2)OCO3)cc1 (configuration not stated) | -16 | 0 | 8 | -3 | -20 | 19 | 1 | -13 | 0 | -6 | -18
CCCNC(=S)N1CCN(Cc2ccc3c(c2)OCO3)CC1 | -18 | 2 | 2 | -3 | 4 | 16 | -18 | 1 | 2 | -16 | 15
O=C(C1CCN(CCc2ccccc2)CC1)N1CCOCC1 | -10 | -6 | 2 | -15 | 7 | 0 | -3 | -16 | 1 | -3 | -4
CCn1cc(CN2CCC(C(=O)Nc3cccc(-c4cccc(OC)c4)c3)CC2)c(C)n1 | -5 | 6 | -31 | 1 | 9 | 2 | -10 | -2 | -7 | 5 | -6
Cc1ccc(C(=O)N/C(=C\c2cccnc2)C(=O)N2CCCC2)cc1 | -3 | -2 | -7 | 24 | 5 | 1 | -2 | 5 | -3 | -17 | 10
COc1ccc(N(CC(=O)N2CCN(c3ccccc3F)CC2)S(=O)(=O)c2c(C)n[nH]c2C)cc1 | 18 | 7 | 4 | 25 | 7 | 22 | -5 | -6 | 6 | -8 | 1
Nc1c(C2=NCCO2)nnn1Cc1ccccc1 | 2 | 0 | 7 | -50 | -12 | 9 | -8 | 8 | 3 | -7 | 11
O=C(Nc1cc(S(=O)(=O)Nc2ccccc2Cl)ccc1O)c1ccc(F)cc1F | 36 | 0 | 30 | 21 | 14 | 0 | 8 | -8 | 4 | 12 | 0
Cn1cc(S(=O)(=O)Oc2ccccc2)c(=O)n(C)c1=O | -20 | -5 | -1 | -5 | -2 | 13 | -7 | 7 | 0 | 14 | -1
Fc1cccc(CNc2ncnc3cc(Cl)ccc23)c1F | 21 | 10 | -2 | 17 | -11 | 17 | 42 | 14 | 9 | 24 | -29
OCC[C@H]1C[C@@H](O)[C@H](O)[C@@]2(OCc3ccccc32)O1 | 4 | -18 | 7 | -17 | -3 | -2 | 7 | -3 | 1 | -15 | -4
CCCCCCCCNc1nc(Cl)nc(NCCN2CCOCC2)n1 | -17 | -1 | 4 | -5 | -13 | 5 | -3 | -10 | -4 | 8 | -10
CC(=O)c1cccc(NC(=S)NNC(=O)c2ccc(C)c([N+](=O)[O-])c2)c1 | -14 | 3 | -12 | -35 | 8 | 3 | -13 | -16 | -3 | 10 | 22
CC(C)n1c(SCC(=O)N2CCCCC2)nc2c1c(=O)n(C)c(=O)n2C | -1 | -8 | -1 | -26 | -3 | 1 | 18 | 1 | 5 | 3 | -2

3 entries from above, arranged by their value in CF NFkB inh, largest number first:
| SMILES | CF NFkB inh | SRC2 inh | SRC3 inh | TWEAK Fn14 block | LRH-1 inv ag | LMP1 NFkB inh | NR2F2 inh | NCOA1 inh |
| --- | --- | --- | --- | --- | --- | --- | --- | --- |
| CCCCCCCCNc1nc(Cl)nc(NCCN2CCOCC2)n1 | 4 | -5 | 5 | -3 | -10 | -4 | 8 | -10 |
| Fc1cccc(CNc2ncnc3cc(Cl)ccc23)c1F | -2 | 17 | 17 | 42 | 14 | 9 | 24 | -29 |
| CC(=O)c1cccc(NC(=S)NNC(=O)c2ccc(C)c([N+](=O)[O-])c2)c1 | -12 | -35 | 3 | -13 | -16 | -3 | 10 | 22 |
